# Screens: PubChem BioAssay, several laboratories
# EP2 modulator = modulates human prostaglandin E2 receptor EP2 signaling; P43116; EP2-expressing cells, cAMP HTRF FRET, PGE2 co-stimulation; induction, % at 25 µM; 0.83% of 260,000 active; AID 940;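 active = compounds whose cAMP rise, as percent of the full-agonist control response, exceeds 60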;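 also: rat C6 glioma line stably carrying human EP2 under a CMV promoter; the protocol text gives 20 µM as final concentration; 100% = response of wells given 1 µM PGE2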
# PERK inh = inhibitors of human PERK kinase; Q9NZJ5; CHO PERK-DD fusion, SEAP luminescence translation reporter; inhibition, % at 5.6 µM; 0.17% of 220,000 active; AID 1416;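 active = inhibition above the mean inhibition of all tested compounds plus 3 SD, set separately per screening campaign, cut at about 2.9% in these data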;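 also: PERK kinase domain activated by AP20187 dimerizer at 100 nM; 0% = DMSO with dimerizer and 100% = rapamycin at 8.4 µM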
# Calpain2 inh = calpain II (pig) inhibition | purified calpain II, fluorogenic peptide substrate, 30 min | inhibition, % at 16 µM | 0.37% of 220,000 active | AID 1236;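 active = inhibition above about 50%, limit read from the data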
# zfTRPN1 agonist = zebrafish TRPN1 (NompC) channel agonism; HEK293 zebrafish TRPN1-YFP, Fluo-8 calcium fluorescence; 100% = response to 87 µM carbachol; activation, % at 3 µM; 0.18% of 220,000 active; AID 1424;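 active = activation above its plate's cutoff, the mean activation of test wells on that plate plus 3 SD, cut at about 19% in these data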;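 also: 0% = DMSO alone and 100% = 87 µM carbachol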
#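 Control set: carbachol 87 µM as high control, DMSO as low control; system: HEK293 stable line with zebrafish TRPN1-YFP; read-out: % activation versus carbachol response; detection: intracellular calcium fluorescence with Fluo-8; doses: single test compound dose, 3 µM nominal, 0.3% DMSO; schedule: dye 1 h 37 °C plus 30 min RT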
# BaF3 parental = parental Ba/F3 viability inhibition as JAK2V617F counter-screen. CellTiter-Glo ATP luminescence. inhibition, % at 5.6 µM. 1.1% of 220,000 active. AID 1486;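 active = inhibition above a per-campaign cutoff, the mean inhibition of all tested compounds plus 3 SD, cut at about 27% in these data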;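 also: 0% = DMSO wells and 100% = JAK Inhibitor I control wells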
# TRPML3 agonist = activates the human TRPML3 channel | Q8TDD5 | HEK293 TRPML3-YFP, Fluo-8 calcium fluorescence; 100% = the carbachol control signal | activation, % at 3 µM | 0.29% of 220,000 active | AID 1448;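 active = activation above its plate's cutoff, the mean activation of the plate's test wells plus 3 SD, cut at about 12% in these data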;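 also: 0% = DMSO only wells and 100% = carbachol wells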
# Target sequence (Q8TDD5 whole entry, looked up): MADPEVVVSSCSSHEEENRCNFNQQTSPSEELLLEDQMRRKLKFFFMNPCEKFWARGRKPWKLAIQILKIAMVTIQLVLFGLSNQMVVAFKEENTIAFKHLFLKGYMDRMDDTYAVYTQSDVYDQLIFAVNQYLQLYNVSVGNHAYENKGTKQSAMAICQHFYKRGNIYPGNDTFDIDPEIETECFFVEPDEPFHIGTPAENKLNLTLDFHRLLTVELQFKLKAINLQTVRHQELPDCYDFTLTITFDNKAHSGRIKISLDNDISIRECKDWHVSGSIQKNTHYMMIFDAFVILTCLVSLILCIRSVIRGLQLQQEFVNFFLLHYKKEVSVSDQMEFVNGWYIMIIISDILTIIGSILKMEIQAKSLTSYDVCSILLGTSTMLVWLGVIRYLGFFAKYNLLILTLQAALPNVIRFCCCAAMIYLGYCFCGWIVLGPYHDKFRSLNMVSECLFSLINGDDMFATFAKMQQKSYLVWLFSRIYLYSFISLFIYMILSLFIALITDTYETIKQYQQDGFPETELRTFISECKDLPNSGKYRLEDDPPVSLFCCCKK
#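 Material: TRPML3-YFP stable HEK293 cells | Dosing: One concentration, 3 µM nominal, 0.3% DMSO | Timing: 125 s total fluorescence read per well | Technique: Fluo-8 calcium dye fluorescence, ex 470-495, em 515-575 nm | Measure: Percent activation from peak-to-basal fluorescence ratio, scaled between DMSO and carbachol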
# S1P4 ag = activates the human S1P4 receptor; 0.35% of 220,000 active; AID 1509; activation, % at 4.98 µM; O95977; S1P4-expressing cell line, agonist reporter assay; in the data active = activation above about 11%;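 also: 0% = DMSO vehicle and 100% = reference agonist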
# Target sequence (O95977 whole entry, looked up): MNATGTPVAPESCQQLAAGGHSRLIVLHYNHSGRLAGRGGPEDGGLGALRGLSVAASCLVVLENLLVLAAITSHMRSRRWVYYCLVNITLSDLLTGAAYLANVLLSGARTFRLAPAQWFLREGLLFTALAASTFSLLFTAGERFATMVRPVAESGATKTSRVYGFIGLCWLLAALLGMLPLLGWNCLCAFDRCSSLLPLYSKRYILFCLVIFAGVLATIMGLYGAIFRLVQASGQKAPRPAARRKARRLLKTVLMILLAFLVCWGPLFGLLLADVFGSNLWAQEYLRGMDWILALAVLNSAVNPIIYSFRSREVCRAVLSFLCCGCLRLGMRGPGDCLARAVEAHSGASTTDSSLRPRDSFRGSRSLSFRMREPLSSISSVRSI
# Ba/F3 V617F tox = loss of viability in JAK2V617F-driven Ba/F3 cells; Ba/F3 EpoR-JAK2V617F viability, ATP luminescence; inhibition, % at 5.6 µM; 1.1% of 220,000 active; AID 1446;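 active = inhibition above the campaign mean plus 3 SD over all tested compounds, cut at about 24% in these data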;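 also: cytokine-independent growth of Ba/F3 cells driven by EpoR plus mutant JAK2; 0% = DMSO-treated cells and 100% = JAK inhibitor I control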
# S1P4 antagonist = human S1P4 receptor antagonism | O95977 | S1P4-expressing cells, antagonist mode, reporter read-out | inhibition, % at 4.98 µM | 0.26% of 220,000 active | AID 1510; in the data active = inhibition above about 29%;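 also: 0% = wells stimulated with agonist and 100% = vehicle wells without agonist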
# The depositor's hits bear a star; nt = no result given; & = joins results of further samples; ! = repeats disagree.
# Start of the data: the first 4 entries (preview)
SMILES,EP2 modulator,PERK inh,Calpain2 inh,zfTRPN1 agonist,BaF3 parental,TRPML3 agonist,S1P4 ag,Ba/F3 V617F tox,S1P4 antagonist
CCCc1cc(=O)oc2cc(OCc3cccc(OC)c3)c(Cl)cc12,16,1.1,-2,1.9,9,0.7,0.9,1,-10
O=C1C2C3C=CC(C3=C3CCCCC3)C2C(=O)N1Cc1ccccc1 (centres undefined),-3,-0.6,13,4.4,0,1.6,1.5,-5,-7
O=C(COc1ccc([N+](=O)[O-])cc1)Nc1ccncc1,-13,-0.3,19,1.0,3,0.7,-0.9,2,1
CCCCn1nnc(NC(=O)Cc2ccc(Cl)cc2)n1,-20,-0.5,29,-0.8,0,-0.3,-0.4,-2,-19

# This part in full, from the first entry:
SMILES,EP2 modulator,PERK inh,Calpain2 inh,zfTRPN1 agonist,BaF3 parental,TRPML3 agonist,S1P4 ag,Ba/F3 V617F tox,S1P4 antagonist
CCCc1cc(=O)oc2cc(OCc3cccc(OC)c3)c(Cl)cc12,16,1.1,-2,1.9,9,0.7,0.9,1,-10
O=C1C2C3C=CC(C3=C3CCCCC3)C2C(=O)N1Cc1ccccc1 (centres undefined),-3,-0.6,13,4.4,0,1.6,1.5,-5,-7
O=C(COc1ccc([N+](=O)[O-])cc1)Nc1ccncc1,-13,-0.3,19,1.0,3,0.7,-0.9,2,1
CCCCn1nnc(NC(=O)Cc2ccc(Cl)cc2)n1,-20,-0.5,29,-0.8,0,-0.3,-0.4,-2,-19
CCN(CC)S(=O)(=O)c1ccc(Cc2ncc(C(F)(F)F)cc2Cl)s1,-7,0.1,7,-0.9,7,3.6,-1.5,-1,-12
Cc1ccc(C2/C(=C(/O)c3ccc(Cl)cc3)C(=O)C(=O)N2CC2CCCO2)o1 (centres undefined),28,1.3,2,-0.2,5,0.6,-0.4,-1,3
C/C(=N/OC(=O)C1CC1)c1cc(-c2ccc(Cl)cc2)no1,-2,1.3,-10,1.4,4,0.6,1.3,-2,12
CCOc1ccc(CN(C)CC(=O)Nc2cc(OC)c([N+](=O)[O-])cc2C)cc1,-6,1.7,7,-1.1,2,-0.1,1.4,-1,-4
CCOC(=O)c1nnn(-c2ccccc2C#N)c1C,-4,-0.3,11,-0.9,6,0.0,-0.9,2,0
Cc1ccc(NS(=O)(=O)c2sc3ccc(Cl)cc3c2C)cc1,-45,0.3,12,-2.0,2,-0.9,0.1,-3,-15
Cc1ccc(C(C(=O)NCc2ccc(F)cc2)N(CCCO)C(=O)C2COc3ccccc3O2)o1 (centres undefined),4,0.9,-25,0.6,5,0.3,-0.8,0,7
CCOC(=O)c1nnc(-c2ccccc2)nc1N1CC(C)OC(C)C1 (centres undefined),24,-0.6,-2,-0.4,2,0.6,-1.0,-2,-10
O=C(OCCCN=C1NS(=O)(=O)c2ccccc21)C1CC(=O)N(c2ccc(Cl)cc2)C1 (centres undefined),-28,0.6,-2,0.3,2,-0.5,4.1,-1,-22
Cc1cc(N2CCOCC2)n2cc(-c3ccc(F)cc3)nc2n1,-24,1.2,-224,-0.8,7,0.2,1.8,0,-8
N#Cc1c(-c2c(Cl)cccc2Cl)noc1/C=C/Nc1ccc(C(=O)O)cc1,68*,0.2,24,1.2,3,1.4,0.0,0,-5
N#CC(C(=O)c1ccc(S(=O)(=O)N2CCCCCC2)cc1)c1nc2ccccc2[nH]1 (centres undefined),-32,-0.4,-124,-0.1,4,0.8,3.0,-1,-14
CCc1ccc(OCCCC(=O)Nc2ccc(N3CCOCC3)cc2)cc1,13,0.3,-20,5.0,6,0.3,1.9,-2,-6
CC(=O)c1nc(-c2ccccc2)sc1C,0,0.6,0,-0.6,5,0.1,2.9,-4,-14
Cc1ccc(-c2nn(CC(=O)NCCN3CCOCC3)c(=O)c3ccccc23)cc1,-1,-0.1,-2,-0.6,-1,0.0,0.8,3,-17
Cc1noc(C)c1C(=O)Nc1ccc(F)cc1F,3,-0.6,-30,-0.6,1,1.1,-0.9,-4,-8
Cc1ccc(S(=O)(=O)N(CC(=O)NCCC2=CCCCC2)Cc2ccccc2F)cc1,48,-0.7,-11,-0.2,2,1.8,-1.6,4,-3
O=c1[nH]snc1N1CCOCC1,3,2.1,26,2.3,2,0.9,0.7,-1,-6
Cc1ccccc1NC(=O)CN1C(=O)NC(C)(c2ccc3c(c2)OCO3)C1=O (centres undefined),1,0.7,5,4.3,8,1.9,2.7,1,-11
CC(C)c1ccc(/C=N/NC(=O)CC(=O)NCc2ccccc2)cc1,19,0.0,-24,-1.9,4,-0.4,2.6,-1,-2
CCOC(=O)C1CCN(Cc2ccc(C(=O)OC)cc2)CC1,15,0.2,-33,-0.4,2,0.6,0.8,-1,-22
CCC(C)(C)NC(=O)Cn1c(-c2ccccc2)cc(C(C)=O)c1C,22,-0.6,25,-2.1,5,-0.5,0.8,3,-7
Cc1cc(C)c(S(=O)(=O)c2ccccc2C(=O)O)c(C)c1,22,0.4,19,1.5,4,0.6,1.5,-1,-6
Cc1cccc2cc(C3CC(c4ccco4)=NN3S(=O)(=O)c3ccccc3)c(Cl)nc12 (centres undefined),30,-0.5,-43,0.5,4,1.0,1.1,0,-12
CCN(c1ccccc1)S(=O)(=O)c1ccc(Cl)c(NC(=O)CN2CCCCCC2)c1,47,0.0,15,3.0,1,0.0,-0.4,-3,-7
O=C(O)C1C2C=CC(C2)C1C(=O)NCc1ccc(Cl)c(Cl)c1 (centres undefined),24,-0.3,12,2.2,6,1.2,0.6,2,-19
COn1c(-n2nc(C)cc2C)nc2ccccc2c1=O,12,1.1,-10,1.1,1,0.3,-1.6,-2,-9
Cc1cccc(NC(=S)NCc2ccc(F)cc2)c1,-17,0.4,-6,-0.4,7,0.2,0.0,0,-2
CCC(C)(C)NC(=O)c1ccccc1Oc1ccccc1,31,0.8,34,-2.6,4,-1.2,-0.3,4,-4
CC(=O)NC1(C(Cl)(Cl)Cl)Oc2ccccc2O1,21,1.4,-19,-0.2,3,-0.2,2.1,10,-17
NC(=O)C[C@@H]1NC(=O)[C@H](CCC(=O)O)NC(=O)c2cc([N+](=O)[O-])cc(I)c2OCC[C@@H](C(N)=O)NC1=O,45,-0.5,12,0.3,5,0.8,1.8,-1,-2
Fc1ccc(NC(=S)Nc2ccc(Br)cc2)cc1,-75,1.1,-8,-0.5,4,1.2,2.1,-2,-13
O=C1CSC(c2ccccc2Cl)N1 (centres undefined),-30,-0.3,9,0.2,5,0.2,-0.9,5,3
CCc1ccc(C2=NN(CCC(=O)NC(C)CCc3ccccc3)C(=O)CC2)cc1 (centres undefined),-39,-0.9,-8,-3.6,5,-1.1,-0.6,6,4
N#C/C(=C/c1cn(CC(=O)O)c2ccccc12)C(=O)NCc1ccccc1,-76,1.2,-30,-1.2,0,0.1,-0.4,-2,-23
O=C(c1ccc(-c2ccccc2)cc1)N1CCC(C(=O)N2CCCC2)CC1,-17,-0.1,-37,-0.4,7,-0.1,-0.8,0,-13
O=C(Oc1ccc(Cl)c2ccccc12)N1CCCCC1,11,0.5,-22,-2.7,4,-0.6,-1.3,2,-2
Cc1ccc(S(=O)(=O)N/N=C/c2c(C)nn(-c3ccccc3)c2C)cc1,-35,-0.2,-7,-1.3,4,-1.0,0.8,5,0
CN(c1cccc(NC(=O)c2ccccc2N(C)S(=O)(=O)c2ccccc2)c1)S(C)(=O)=O,-26,-0.4,-1,-0.9,-1,-0.1,-0.4,0,2
COc1ccccc1N(Cc1cc2cccc(C)c2[nH]c1=O)C(=O)C(C)C,nt,0.1,nt,0.8,2,1.3,-0.3,-4,-8
COc1cc(/C=C(\C#N)C(=O)NC(C)C)cc(Cl)c1O,23,1.6,-40,-1.0,6,0.3,-1.3,1,0
Cc1cc(SCC(=O)c2cccs2)nc2ccccc12,25,-0.7,8,0.2,9,0.7,1.0,0,-4
Cc1ccc(S(=O)(=O)N2CCC(NC(=O)OC(C)C)CC2)cc1,16,1.2,-7,0.7,-3,0.8,-1.6,0,-11
Nn1c(Cc2ccc(F)cc2)n[nH]c1=S,29,-0.2,-17,0.2,3,0.7,2.5,-2,-20
CC1CN(C(=O)c2cc(F)c(F)cc2Cl)CC(C)O1 (centres undefined),nt,0.5,nt,0.6,1,0.2,-0.6,0,-9
CCOc1ccc(C(C)=O)cc1COC(=O)c1cccnc1SC,46,0.3,-5,-2.8,7,-0.5,-0.4,6,2
# Carrying on:
SMILES,EP2 modulator,PERK inh,Calpain2 inh,zfTRPN1 agonist,BaF3 parental,TRPML3 agonist,S1P4 ag,Ba/F3 V617F tox,S1P4 antagonist
CCCc1[nH][nH]c(=O)c1C(c1ccccc1)C(C#N)C#N (centres undefined),-29&-76,1.7,-2,0.4,4,0.7,1.9,-1,2
COc1ccc(Cn2c(=S)[nH]c3ccccc32)cc1,26,0.5,18,-0.9,8,0.0,1.1,2,-7
CCOC(=O)C(NC(C)=O)(Nc1cccc(F)c1)C(F)(F)F (centres undefined),2,-0.3,-33,0.4,8,0.2,-2.6,5,-8
Cc1ccc2nc(-c3ccc(NC(=O)CCS(=O)(=O)c4ccccc4)cc3)sc2c1,-1,0.4,-140,0.0,3,0.6,3.2,2,-14
Cc1ccc(-c2nnn(CC(=O)N3CCCCC3)n2)o1,-3,0.6,0,1.3,4,0.7,0.7,-1,23
CCOC(=O)N1CCN(C(=O)COc2ccc(S(=O)(=O)NCc3ccccc3)cc2)CC1,-6,1.6,-35,0.9,1,0.4,-3.2,-3,-3
CCCn1nc(NC(=O)c2cccs2)c2cc3ccc(C)cc3nc21,-25,-1.2,-64,-1.5,2,-0.8,4.4,1,0
O=C(CSc1nc2ccccc2c(=O)n1Cc1ccccc1)NCc1ccco1,-52,-0.3,12,-1.3,-1,-0.5,0.6,-5,5
COCCNC(=S)NNC(=O)c1ccco1,-3,1.4,-38,0.3,0,1.4,1.8,1,3
CCN1CCN(C(=O)CN(c2ccccc2C)S(C)(=O)=O)CC1,-6&-8,0.5,13,-0.5,0,0.3,0.6,-4,-12
Cc1ccc(S(=O)(=O)N2CCC(C(=O)N[C@@H](C)C(=O)NC3CCS(=O)(=O)C3)CC2)cc1 (some centres undefined),15,0.8,12,-1.4,-2,0.3,0.7,-6,-3
COC(=O)c1ccccc1NC(=O)c1ccc2nccnc2c1,13,0.1,-152,0.4,6,-0.1,-0.7,-1,-1
CCn1c(=O)c(C(=O)Nc2ccsc2C(=O)OC)c(O)c2ccccc21,22,0.7,-314,0.3,7,0.8,-1.0,1,-8
COc1ccc(C(=O)N2CCN(c3ccccn3)CC2)cc1,-1,-0.5,-22,-0.8,3,0.2,0.9,1,-7
COc1ccc(-c2csc3ncnc(Oc4ccc5c(C)cc(=O)oc5c4)c23)cc1,2,0.2,-37,0.4,4,0.5,0.1,-3,-3
O=C(COc1ccccc1)Nc1ccccc1N1CCCCC1,64*!,-0.9,-14,-1.1,0,0.7,0.8,-2,-12
COc1ccc2nc3cc(Cl)ccc3c(Nc3cc(C(C)C)c(O)cc3C)c2c1,-43,-2.6,2,0.0,4,-0.6,-0.9,4,9
CC(=O)C1=C(O)C(=O)N(CCC(=O)O)C1c1ccccc1Cl (centres undefined),18,-0.4,8,3.4,1,1.2,-2.0,0,0
Cn1nc(C(=O)Nc2cccnc2)c2ccccc2c1=O,15,1.6,-22,0.8,5,0.6,-1.3,-2,0
